CHRM4 PAM: potentiates acetylcholine response at human M4 receptor; P08173; CHO-K1 hM4/Gqi5, Fluo-8 calcium fluorescence, ACh EC20; 0% = ACh EC20, 100% = maximal ACh; activation, % at 3 µM; 360,000 tested, 0.4% active; AID 624126;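 active = activation above its plate's cutoff, the mean activation of sample wells plus 3 SD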; note: some results filed as inactive read as strong as hits
MEKK3 PB1 HTS: modulators (inhibitors or enhancers) of MEK5 binding to human MEKK3 PB1 domain. AID 1529. 290,000 tested, 1.4% active. binding response (% of control), % at 10 µM. Q99759. bead-based flow cytometry, Alexa488-MEK5 binding to MEKK3; actives lie on both sides; 0 = blocked by unlabeled MEK5, 100 = vehicle;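 active = binding response more than 3 SD above or below the average of its plate-row segment, actives on both sides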;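 note: Alexa488 bead fluorescence after subtracting the streptavidin-only scavenger bead signal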
pCIP destab: lowers stability of the mouse p/CIP coactivator protein; Q05BA5; F442A p/CIP-EGFP cells, EGFP fluorescence, 16 h; decrease of EGFP signal, % at 10 µM; 290,000 tested, 0.01% active; AID 1984;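 active = EGFP signal decrease of at least 30% at 10 µM or well 3 SD below plate mean, unless failing retest; inactive = the rest, including hits failing retest or dose response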; note: some compounds called inactive have numbers as strong as hits; many of its hits are not listed in these tables
Target sequence (Q05BA5 1-1403): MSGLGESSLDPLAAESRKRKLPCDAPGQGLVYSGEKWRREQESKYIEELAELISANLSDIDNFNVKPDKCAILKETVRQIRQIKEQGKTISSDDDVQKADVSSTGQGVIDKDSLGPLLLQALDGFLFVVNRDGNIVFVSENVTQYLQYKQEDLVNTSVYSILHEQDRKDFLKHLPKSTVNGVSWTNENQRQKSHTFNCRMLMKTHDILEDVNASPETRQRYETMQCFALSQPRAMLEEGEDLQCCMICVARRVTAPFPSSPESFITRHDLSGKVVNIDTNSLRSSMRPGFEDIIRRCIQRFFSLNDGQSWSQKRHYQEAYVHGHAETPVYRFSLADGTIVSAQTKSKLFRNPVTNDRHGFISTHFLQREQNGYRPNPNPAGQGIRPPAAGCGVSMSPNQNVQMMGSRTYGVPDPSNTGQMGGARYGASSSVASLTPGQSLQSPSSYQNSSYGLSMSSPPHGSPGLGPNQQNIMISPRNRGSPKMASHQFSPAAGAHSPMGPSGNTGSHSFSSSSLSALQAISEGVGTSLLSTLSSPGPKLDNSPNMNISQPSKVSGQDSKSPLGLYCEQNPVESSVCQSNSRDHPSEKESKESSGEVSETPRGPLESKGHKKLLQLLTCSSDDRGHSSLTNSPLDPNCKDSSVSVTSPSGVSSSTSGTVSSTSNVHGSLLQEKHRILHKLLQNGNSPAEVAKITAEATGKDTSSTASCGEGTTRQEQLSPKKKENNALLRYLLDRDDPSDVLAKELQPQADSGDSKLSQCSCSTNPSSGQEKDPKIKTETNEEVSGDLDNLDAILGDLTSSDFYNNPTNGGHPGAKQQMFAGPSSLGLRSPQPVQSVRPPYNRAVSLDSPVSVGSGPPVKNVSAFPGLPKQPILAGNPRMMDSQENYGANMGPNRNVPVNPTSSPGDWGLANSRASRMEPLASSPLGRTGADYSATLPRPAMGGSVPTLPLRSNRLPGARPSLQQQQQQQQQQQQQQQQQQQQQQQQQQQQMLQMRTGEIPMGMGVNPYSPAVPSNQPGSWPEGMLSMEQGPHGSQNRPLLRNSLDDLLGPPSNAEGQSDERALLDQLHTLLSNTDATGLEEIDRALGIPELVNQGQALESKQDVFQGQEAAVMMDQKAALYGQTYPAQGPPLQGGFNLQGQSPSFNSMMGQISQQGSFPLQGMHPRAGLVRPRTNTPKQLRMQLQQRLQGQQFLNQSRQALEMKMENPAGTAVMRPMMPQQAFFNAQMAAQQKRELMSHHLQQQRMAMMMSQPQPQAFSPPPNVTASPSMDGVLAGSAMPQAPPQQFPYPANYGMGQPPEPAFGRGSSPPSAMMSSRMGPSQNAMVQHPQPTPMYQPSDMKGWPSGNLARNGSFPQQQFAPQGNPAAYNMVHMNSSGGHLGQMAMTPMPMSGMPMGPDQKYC
CRFBP-R2 agonist: CRF-BP/CRF-R2 complex agonism; HEK293 CRF-R2/CRF-BP, calcium dye fluorescence (FLIPR); percent of saturating CRF peptide response; activation, % at 13.2 µM; 350,000 tested, 0.46% active; AID 588473;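 active = activation of at least 50%, plus an integration ratio under a set limit after plate pattern correction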;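 note: plate controls were neutral control wells without compound for no effect and CRF at EC100 for full effect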
IDE act: IDE (human) activation, cell-based | P14735 | HEK cells, FAbeta-B cleavage, fluorescence polarization; 0% vehicle, 100% cell-free pure enzyme wells | activation, % at 5.96 µM | 340,000 tested, 0.073% active | AID 493087;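 active = activation above the mean of all tested compounds plus 3 SD, set per screening campaign, cut at about 17% in these data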
PHOSPHO1 block: inhibitors of human PHOSPHO1 phosphatase | Q8TCT1 | recombinant PHOSPHO1, absorbance phosphatase assay | inhibition, % at 13.3 µM | 290,000 tested, 1.1% active; in the data active = inhibition above about 60%
IDE cell inh: inhibitors of human insulin-degrading enzyme in cells; inhibition, % at 5.59 µM; HEK cells, FAbetaB cleavage, fluorescence polarization; 320,000 tested, 0.41% active;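 active = percent inhibition above the average of all tested compounds plus 3 SD, set per screening campaign, cut at about 16% in these data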;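 note: IDE supplied by intact live HEK cells; FP after avidin binding of uncleaved biotin substrate so inhibition keeps polarization high; 0% = DMSO wells and 100% = 60 µM reference IDE inhibitor Ii1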
GalR3 antagonist: human GalR3 antagonism; inhibition, % at 3 µM; AID 651719; O60755; HEK293 GalR3-CNG cAMP membrane potential fluorescence; galR3 body fused to GalR1 C-terminus; 360,000 tested, 0.44% active;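 active = inhibition above the screen-wide average plus 3 SD, cut at about 13% in these data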;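 note: forskolin and galanin both at EC90 stimulate the cells; cAMP rise reported by CNG channel membrane potential dye signal; 0% = forskolin plus galanin with DMSO and 100% = forskolin alone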
CRFR2-BP antag: antagonists of CRF-binding protein/CRF-R2 receptor complex | HEK293 CRF-R2/CRF-BP, CRF-induced calcium fluorescence | inhibition, % at 11.8 µM | 350,000 tested, 0.59% active;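 active = inhibition of the ligand-induced calcium signal above about 50% at the single tested concentration, limit read from the data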
* hit, by the source's call; . = not tested or not shown. Compounds as they come; about 4.2% have a hit in one of these screens.

SMILES | CHRM4 PAM | MEKK3 PB1 HTS | pCIP destab | CRFBP-R2 agonist | IDE act | PHOSPHO1 block | IDE cell inh | GalR3 antagonist | CRFR2-BP antag
COc1ccc(-c2csc(N(CCCN(C)C)C(=O)c3ccc(Br)cc3)n2)cc1 | 47.0* | 110.0 | -8.1 | 1.6 | 5.1 | 3.1 | -2.1 | -17.3 | -33.6
Cc1ccc(NC(=O)CSCc2c(C)noc2C)cc1C | 0.2 | 101.0 | -17.2 | 2.5 | 5.2 | -11.6 | -6.5 | -1.3 | 16.6
CCOC(=O)CN(C(=O)CNC(=O)c1ccco1)C(C(=O)NC1CCCCC1)c1cccc(OC)c1 (stereo unspecified) | 1.2 | 99.0 | -1.7 | -1.8 | -0.4 | 10.5 | 0.6 | -1.1 | -16.1
COc1cc(S(=O)(=O)n2ccc(C)n2)c(C)cc1C | -3.0 | . | . | -0.2 | . | . | . | -9.2 | -14.1
Nc1nc(COC(=O)c2ccco2)nc(Nc2ccccc2)n1 | 7.3 | . | . | -0.4 | . | . | . | -5.6 | -7.7
Cc1ccc(S(=O)(=O)N2CCCCC2)cc1C(=O)N(C)CCOc1ccccc1 | -5.7 | 102.0 | -9.8 | 0.2 | -3.3 | 47.5 | 1.1 | -5.6 | -1.0
COc1ccc(NC(=O)CSc2nnc(NC(=O)CN3CCOCC3)s2)cc1 | 1.4 | 102.0 | 2.5 | 1.5 | -0.1 | 11.7 | 0.3 | -3.6 | 8.4
COc1ccccc1/C=C/C(=O)OCC(=O)Nc1ccc2c(c1)OCCO2 | -5.3 | . | . | 0.1 | 0.4 | . | -5.2 | -4.5 | -5.0
Cc1cccc(/C=C/c2nc3ccccc3c(=O)n2Cc2ccccc2)c1 | 1.4 | 103.0 | 1.9 | 4.6 | 2.1 | 8.6 | -0.8 | -5.6 | -36.7
CCc1cc(C(=O)OC)c(NC(=O)c2ccoc2C)s1 | 9.1 | 107.0 | -5.4 | -1.5 | -0.5 | 55.8 | 0.8 | -2.8 | -6.3
CC(Sc1ccc(Cl)cc1)C(=O)Nc1ccc(S(=O)(=O)N2CCOCC2)cc1 (stereo unspecified) | -6.6 | 101.0 | 2.0 | 39.8 | 5.3 | 3.9 | 3.1 | -4.5 | -50.7
CCSc1nnc(NC(=O)CC(C)C)s1 | -1.1 | 98.0 | 7.4 | 0.6 | 5.1 | 1.1 | 2.4 | -8.1 | -22.3
CC(C)=CC(=O)NCc1c(Cl)cccc1-n1cccc1 | 4.4 | 91.0 | 24.8 | -1.6 | 1.1 | -4.6 | 1.7 | -5.1 | -4.4
N/C(=N\OC(=O)CCc1ccccc1)c1ccc(Cl)cc1 | 12.9 | 99.0 | -4.0 | 0.1 | -2.1 | 8.7 | -2.7 | 1.8 | -1.9
CC(=O)c1ccc(S(=O)(=O)Nc2cccc(S(=O)(=O)NC3=NCCC3)c2)cc1 | 0.3 | 92.0 | -0.8 | -0.8 | 2.1 | -21.1 | 8.0 | 0.9 | 14.8
CC(=O)c1c(C)[nH]c(-c2ccccc2)c1C | 11.3 | 105.0 | -6.2 | -1.9 | 4.2 | -5.0 | -2.9 | -2.2 | -22.6
Cc1ccccc1OC(C)C(=O)NCCCN1CCOCC1 (stereo unspecified) | 2.4 | 103.0 | -15.8 | 1.6 | 6.1 | 13.0 | 0.6 | -1.1 | -12.1
O=C(COC(=O)CCCN1C(=O)c2cccc3cccc(c23)C1=O)Nc1cccc(Br)c1 | -2.8 | 101.0 | 5.3 | -1.0 | -0.4 | -1.5 | 8.5 | -2.2 | -39.9
COc1ccc(NC(=O)CN(C)C(=O)CN2C(=O)NC3(CCCCC3)C2=O)cc1 | 0.7 | . | . | 4.0 | 2.6 | . | 4.1 | -4.9 | 16.8
COc1ccc(C(=O)OCC(=O)c2ccc(Cl)s2)c(OC)c1OC | 2.5 | . | . | 0.3 | 3.8 | . | -0.2 | -1.8 | -4.8
COc1cc(/C=N/NC(=O)c2ccccc2NS(=O)(=O)c2cccs2)ccc1O | 8.1 | . | . | -0.4 | -0.5 | . | . | -2.3 | -2.8
COc1cccc(CN2CCN(Cc3c(C)nn(C(C)C)c3C)CC2CCO)c1 (stereo unspecified) | -5.3 | 97.0 | -13.7 | -0.2 | 7.4 | 3.4 | 6.2 | -1.1 | 14.7
COc1cc2c(cc1OC)C(C1C(=O)CC(C)(C)CC1=O)N(C(=O)CCl)CC2 (stereo unspecified) | -1.0 | 102.0 | -5.4 | 0.9 | -1.9 | 4.9 | 8.0 | -3.9 | 22.0
CCSc1ncc(Cl)c(C(=O)Nc2cc(C)ccc2C)n1 | 9.3 | 99.0 | -8.0 | -0.7 | -0.9 | 31.5 | -2.0 | 7.2 | -2.2
Cc1c(C)c2ccc(O[C@@H]3O[C@H](CO)[C@H](O)[C@H](O)[C@H]3O)c(C)c2oc1=O | 4.5 | 99.0 | -10.1 | 2.1 | 0.9 | 0.8 | . | -7.5 | -3.0
CC(OCC(O)CN(C)Cc1nc2ccccc2c(=O)[nH]1)c1ccc(Cl)cc1 (stereo unspecified) | -8.5 | 51.0 | 13.0 | -2.2 | 5.0 | 1.1 | 0.1 | -1.7 | 16.6
CN(CCc1ccccn1)C(=O)CCC1CCCN(C(=O)c2c(F)ccc(F)c2F)C1 (stereo unspecified) | 4.1 | 100.0 | 8.0 | -0.3 | 8.8 | 12.6 | -3.7 | -2.8 | -10.8
O=C(Cc1cccc(NC(=O)C2CCCN(C(=O)C3CC3)C2)c1)Nc1ccc(C(=O)N2CCCCC2)cc1 (stereo unspecified) | -0.8 | . | . | 0.8 | 4.5 | . | . | -4.3 | 0.5
Cc1ccccc1C(=O)Nc1ccnn1C1CCN(CC2CC=CCC2)CC1 (stereo unspecified) | 7.8 | 97.0 | -2.6 | -0.5 | 4.5 | 46.6 | . | -0.4 | -10.1
CC(C)c1ccc(/C=C2\SC(=S)N(CC(=O)NCCCN3CCOCC3)C2=O)cc1 | 2.0 | 99.0 | 16.8 | 0.3 | 3.2 | -4.1 | 5.2 | -10.4 | -15.1
Cc1cc(C)nc(SCC(=O)Nc2ccc(N3CCOCC3)cc2)n1 | 3.8 | 84.0 | 0.0 | 1.0 | -1.7 | 0.2 | 8.4 | -5.4 | 7.3
CCOC(=O)N1CCN(C(=O)CSc2nc3c(cnn3-c3ccc(C)cc3)c(=O)[nH]2)CC1 | -5.2 | 106.0 | -17.6 | -0.3 | -8.4 | 19.8 | -2.7 | . | 27.6
CCN1CCN(S(=O)(=O)c2ccc(C(=O)Nc3ccccc3)cc2)CC1 | 0.8 | 103.0 | -8.1 | -0.9 | 5.5 | 47.7 | -2.0 | -0.3 | -3.5
O=C(c1cc(Cl)ccc1[N+](=O)[O-])n1cnc2ccccc21 | -5.3 | 99.0 | 16.9 | 0.3 | 4.8 | -6.8 | 0.9 | -4.1 | -19.6
CCCCCCn1c(C)nc2c(c1=O)c1nc3ccccc3nc1n2/N=C/c1ccco1 | 1.5 | 98.0 | -16.9 | -2.3 | 4.2 | 16.8 | -1.4 | -6.0 | 33.8
CC(=O)N1CC2(C)CN(C(C)=O)CC(C)(C1)C2=O | -1.0 | 100.0 | -12.0 | -0.4 | 4.3 | 22.6 | 8.2 | -2.4 | 13.4
Cc1cc(C)cc(OCC(=O)NNC(=O)c2cc3ccccc3o2)c1 | 3.0 | 113.0 | -0.8 | 0.0 | 0.6 | 5.7 | -6.0 | -0.3 | 8.2
CCOC(=O)C1CCCN(C(=O)c2sc3nc(-c4ccc(OC)cc4)cn3c2C)C1 (stereo unspecified) | 0.6 | . | -4.9 | 3.2 | -4.1 | -29.9 | 8.3 | -2.5 | -16.7
Cc1ccc(S(=O)(=O)Nc2cccc(C(=O)NCC(c3ccc(F)cc3)N3CCOCC3)c2)cc1 (stereo unspecified) | -3.6 | . | . | -2.0 | 5.9 | . | 9.4 | -9.0 | -29.0
CCOC(=O)c1c(NC(=O)C2CCCN2S(=O)(=O)c2cccc3nsnc23)sc(C)c1C (stereo unspecified) | -3.0 | . | . | 1.1 | -2.6 | . | . | -2.3 | 16.1
O=C(CNCC1CCCO1)Nc1ccc(N2CCCCCC2)cc1 (stereo unspecified) | -2.3 | 90.0 | 1.3 | -0.1 | -1.8 | -10.0 | 0.1 | -3.0 | -10.3
Cc1cc(C)n(-c2ccc(Cl)c(C(=O)OCC(N)=O)n2)n1 | 9.2 | 106.0 | 7.9 | -0.3 | -1.4 | 3.4 | -2.8 | -4.8 | -2.6
Cc1ccc(-n2c(C)cc(C(=O)CN3CCCCC3)c2C)cc1 | -11.6 | 93.0 | -0.6 | -0.5 | -0.6 | -13.6 | 4.6 | -4.2 | 3.9
Cc1cc(C)nc(NS(=O)(=O)c2ccc(NC(=O)C3(c4ccc([N+](=O)[O-])cc4)CCCC3)cc2)n1 | -3.2 | 103.0 | -3.9 | 20.9 | 5.0 | -6.2 | -0.1 | -4.2 | -48.5
O=C(Nc1ccc2[nH]c(=S)sc2c1)c1ccccc1 | -1.8 | 96.0 | 5.0 | 0.3 | -3.6 | -16.4 | -1.9 | -4.2 | -2.2

Entries listed above marked active in CHRM4 PAM.
SMILES | CHRM4 PAM | MEKK3 PB1 HTS | pCIP destab | CRFBP-R2 agonist | IDE act | PHOSPHO1 block | IDE cell inh | GalR3 antagonist | CRFR2-BP antag
COc1ccc(-c2csc(N(CCCN(C)C)C(=O)c3ccc(Br)cc3)n2)cc1 | 47.0* | 110.0 | -8.1 | 1.6 | 5.1 | 3.1 | -2.1 | -17.3 | -33.6

Limited to MEKK3 PB1 HTS, CRFBP-R2 agonist and pCIP destab (4 entries from above):
Compound	MEKK3 PB1 HTS	CRFBP-R2 agonist	pCIP destab
CCc1cc(C(=O)OC)c(NC(=O)c2ccoc2C)s1	107.0	-1.5	-5.4
Cc1cc(C)n(-c2ccc(Cl)c(C(=O)OCC(N)=O)n2)n1	106.0	-0.3	7.9
COc1cc(S(=O)(=O)n2ccc(C)n2)c(C)cc1C	.	-0.2	.
Cc1ccc(NC(=O)CSCc2c(C)noc2C)cc1C	101.0	2.5	-17.2

(list continues)
SMILES | CHRM4 PAM | MEKK3 PB1 HTS | pCIP destab | CRFBP-R2 agonist | IDE act | PHOSPHO1 block | IDE cell inh | GalR3 antagonist | CRFR2-BP antag
O=C(CCn1cccn1)Nc1ccc(-c2ccno2)cc1 | 3.9 | 98.0 | 0.4 | 0.8 | 2.7 | 30.2 | 3.1 | 3.6 | -8.5
O=S1(=O)CCC(NC(=S)Nc2ccc3ccccc3c2)C1 (stereo unspecified) | -1.9 | 95.0 | 8.9 | -0.1 | 8.1 | -5.3 | 5.0 | -3.2 | 32.4
NC(=O)c1ccsc1NC(=O)COC(=O)Cc1ccc(F)cc1 | -8.0 | . | . | -0.9 | . | . | . | -0.9 | -9.4
Cc1cccc(CSc2ccc(S(=O)(=O)N3CCCC3)cn2)c1 | -2.4 | . | . | 5.3 | -18.9 | . | 15.0 | -3.0 | 10.4
O=C(CSc1nc(C2CC2)nc2ccccc12)Nc1ccccc1 | -0.9 | 107.0 | 1.6 | -0.7 | 1.7 | 36.6 | 2.5 | -8.6 | 15.8
Cn1cc(S(=O)(=O)N2CCc3ccccc32)cc1C(=O)Nc1ccc(Cl)cc1 | 8.1 | 103.0 | -3.0 | 5.0 | 5.8 | 12.3 | -5.1 | . | 15.8
COc1cc(NC(=O)CCN2CCN(C)CC2)cc(OC)c1 | 1.1 | 103.0 | -10.8 | -1.1 | 3.5 | 3.1 | -3.9 | -13.6 | 5.3
COc1ccc(S(=O)(=O)NNc2nc(C)cc(C)n2)cc1[N+](=O)[O-] | -4.2 | 95.0 | -1.4 | -0.4 | -1.0 | 42.6 | -5.1 | 0.0 | 4.3
